# Bioassay records as filed in PubChem.
# OX1R antag – human HCRTR1 antagonism | O43613 | CHO/OX1R cells, Fluo-8 calcium fluorescence, orexin A | inhibition, % at 5 µM | 330,000 tested, 0.43% active | AID 434989;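 active = inhibition above its plate's threshold, mean inhibition of all tested compounds on the plate plus 3 SD, cut at about 37% in these data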;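 note: 0% = orexin A challenge wells and 100% = SB-334867-A antagonist wells; not every result past the cut was called active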
# Target sequence (O43613 whole entry, looked up): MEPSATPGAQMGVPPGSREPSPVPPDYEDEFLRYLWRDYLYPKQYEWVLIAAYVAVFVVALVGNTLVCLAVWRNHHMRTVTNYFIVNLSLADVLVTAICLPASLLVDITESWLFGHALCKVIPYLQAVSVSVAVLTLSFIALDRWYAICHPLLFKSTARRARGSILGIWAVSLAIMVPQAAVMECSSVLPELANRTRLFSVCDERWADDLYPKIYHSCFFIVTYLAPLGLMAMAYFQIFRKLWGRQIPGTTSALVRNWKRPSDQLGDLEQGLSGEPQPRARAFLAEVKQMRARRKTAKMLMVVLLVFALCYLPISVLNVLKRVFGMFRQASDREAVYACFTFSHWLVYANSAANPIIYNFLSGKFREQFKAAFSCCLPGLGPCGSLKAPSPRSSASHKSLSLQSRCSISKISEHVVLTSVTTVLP
# CHT allo act – human CHT allosteric activation. 310,000 tested, 0.49% active. CHT-expressing cells, membrane potential dye, choline EC20; active compounds read high; LV-AA mutant CHT in HEK293 cells. AID 488977. B-score at 10 µM;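 active = initial fluorescence not abnormally high and integrated response B-score, plate-corrected, over 3 SD above library mean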
# Target sequence (Q9GZV3 whole entry, looked up): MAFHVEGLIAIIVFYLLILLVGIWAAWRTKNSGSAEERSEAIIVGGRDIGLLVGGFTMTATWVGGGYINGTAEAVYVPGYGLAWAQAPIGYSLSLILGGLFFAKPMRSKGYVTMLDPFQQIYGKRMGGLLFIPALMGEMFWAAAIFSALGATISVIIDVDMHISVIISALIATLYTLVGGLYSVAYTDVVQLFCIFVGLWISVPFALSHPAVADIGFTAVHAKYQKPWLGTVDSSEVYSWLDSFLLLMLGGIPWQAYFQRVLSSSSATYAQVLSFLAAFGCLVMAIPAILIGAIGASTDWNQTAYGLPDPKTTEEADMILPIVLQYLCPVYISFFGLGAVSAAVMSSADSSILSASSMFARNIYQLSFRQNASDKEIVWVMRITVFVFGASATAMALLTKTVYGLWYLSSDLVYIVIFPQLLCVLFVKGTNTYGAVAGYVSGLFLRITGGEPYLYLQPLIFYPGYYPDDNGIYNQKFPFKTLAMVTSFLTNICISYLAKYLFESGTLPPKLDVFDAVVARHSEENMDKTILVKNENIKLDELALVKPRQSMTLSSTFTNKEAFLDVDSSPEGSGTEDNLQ
# Numbers without * were called inactive; i = inactive; . = not tested or not shown.
# The line under a structure holds: OX1R antag, CHT allo act
O=C1CC(=O)C(n2cncn2)C(c2ccc(Cl)cc2)C1 (centres undefined)
  4.4, i
Cc1ccc(CNC(=O)c2nc3nc(C)cc(C)n3n2)cc1
  -22.4, i
O=C(NNC(=O)c1cc(-c2ccncc2)nc2ccccc12)Nc1ccc(F)cc1
  -31.3, i
CCOCCCNC(=O)c1cc(=O)n(Cc2cccc(C)c2)c2ccccc12
  -9.2, i
COc1ccc(-n2nnnc2SCC(=O)Nc2cccc(NC(C)=O)c2)cc1OC
  -15.3, i
O=C(CSc1nc(-c2ccco2)cc(C(F)(F)F)n1)N1CCN(c2ccc(Cl)cc2)CC1
  -21.0, i
Cc1cccc(OCC(=O)Nc2ccc3oc(=O)ccc3c2)c1C
  2.4, i
CCN(CC)c1ccc(NC(=O)c2ccccc2F)cc1
  -2.3, i
OCC1(CCc2ccccc2)CCN(Cc2cnc(N3CCCC3)s2)CC1
  -31.0, i
CSC1=N/C(=C\c2ccc(Br)o2)C(=O)S1
  -16.0, i
O=C(OCc1nnc(-c2ccccc2)o1)c1cc(=O)[nH]c2ccccc12
  -23.5, i
CSC1CCCCC1(O)CSc1nc2ccccc2o1 (centres undefined)
  -14.6, i
Cc1ccc(SCC(=O)NCc2ccco2)cc1
  6.7, i
CCOc1ccc(NC(=S)N(CC)Cc2ccccc2)cc1
  -27.8, i
O=C(Nc1c(C(=O)N2CCOCC2)cnn1-c1ccccc1)c1ccccc1F
  -9.1, i
O=C(NCCCN1CCN(c2ccccc2F)CC1)Nc1ccccc1[N+](=O)[O-]
  -32.9, i
CCOC(=O)c1csc(NC(=O)CSc2nnnn2CC)n1
  -15.5, i
CC(OC(=O)c1ccncc1)C(=O)Nc1cc(S(=O)(=O)N2CCCCC2)ccc1Cl (centres undefined)
  -11.0, i
O=C(c1cn(-c2ccccc2)nc1-c1ccncc1)n1nnc2ccccc21
  -23.9, i
Cc1cccnc1NC(=O)c1ccc(S(=O)(=O)N2CC(C)OC(C)C2)cc1 (centres undefined)
  2.5, i
O=C(Nc1nc2ccc(SC(F)F)cc2s1)c1ccc(NS(=O)(=O)c2ccc(F)c(F)c2)cc1
  4.1, i
CC(C)(C)c1cc2nc(N)nc(N)n2n1
  49.7*, i
Cc1ccc(NC(=O)CN(C)C(=O)c2ccc(COc3ccccc3)cc2)cc1
  -1.6, i
Cc1ccc(C)c(NC(=O)CN(C)C(=O)CC2OC(=O)c3ccccc32)c1 (centres undefined)
  -6.3, .
Brc1ccc(C2=CSC3=NCCN23)cc1
  -27.6, i
CC1CCN(c2nc(-c3ccco3)c3c(c2C#N)CC(C)(C)OC3)CC1
  -24.3, i
CCOC(=O)CCc1c(C)nc(SCCCn2c(=O)[nH]c3ccccc32)c(C#N)c1C
  -18.5, i
COCCn1nnnc1C(c1cc2cc(C)cc(C)c2[nH]c1=O)N1CCN(c2ccccc2F)CC1 (centres undefined)
  -32.9, i
CC1=CC(C)(C)N(C(=O)c2ccccc2)c2ccccc21
  -20.8, i
O=C(Nc1ccc2c(c1)OC1(CCCC1)O2)C1CC1
  3.2, i

# The line under a structure holds: OX1R antag, CHT allo act
Cc1ccc(NC(=O)c2ccc(CNc3c(N4CCC(C)CC4)c(=O)c3=O)cc2)cc1
  -11.5, i
COC(=O)c1ccc(C(=O)OC)c(NC(=O)COC(=O)c2ccc(OC)c(OC)c2OC)c1
  -6.5, i
O=C(CNS(=O)(=O)c1ccc(Br)cc1)NCc1ccncc1
  -12.1, i
Cn1c(CN2CCOCC2)nnc1SCC(=O)Nc1ccc([N+](=O)[O-])cc1O
  -4.9, i
COCCNC(=O)c1ccc(CS(=O)(=O)c2ccccc2C)o1
  -22.7, i
O=C(NC(Cc1ccccc1)c1ccc2c(c1)OCCCO2)c1ccccc1 (centres undefined)
  -22.6, i
O=C(CSc1nnnn1-c1ccc(Cl)cc1)NC1CCS(=O)(=O)C1 (centres undefined)
  -18.7, .
CCOC(=O)N1CCN(S(=O)(=O)/C=C/c2ccccc2)CC1
  -11.7, i
O=C(Cc1cccc2ccccc12)N/N=C/c1ccc2cccc(O)c2n1
  -19.7, i
COc1ccc(-c2nc3c(-c4ccc(F)cc4)cnn3cc2C)cc1F
  -1.7, i
COc1ccc(-n2c(O)c(/C=N/Nc3nc(C)cc(C)n3)c3ccccc3c2=O)cc1OC
  -5.1, i
Cc1[nH]c(=S)c(C#N)c(C)c1Cc1ccccc1
  -19.9, i
CSc1cccc(NC(=O)C2CCCN(c3ncnc4c3nc3n4CCCCC3)C2)c1 (centres undefined)
  -17.4, i
Cc1cccc(C)c1NC(=O)N1CC=C(n2c(=O)[nH]c3ccccc32)CC1
  -25.6, i
COC(=O)CCCC(=O)NC1CCCN(C2Cc3ccccc3C2)C1 (centres undefined)
  -13.2, i
O=C(NCc1ccc(C(F)(F)F)cc1)C1CC(c2ccccc2C(F)(F)F)=NO1 (centres undefined)
  -22.2, i
COc1ccccc1NC(=O)Cn1cnc2c(cnn2-c2ccc(C)c(C)c2)c1=O
  -16.9, i
Cc1ccc(S(=O)(=O)N(C)CC(=O)N2CCCCCCC2)cc1
  -17.1, i
COc1cc(OC)cc(C(=O)N2CCCC(c3nc(-c4ccc(C)o4)no3)C2)c1 (centres undefined)
  -6.9, i
COc1cc(C(F)(F)F)c(C(=O)N(C)c2ccc(Cl)cc2)cn1
  -6.8, i
O=C(Nc1cccc(S(=O)(=O)N2CCOCC2)c1)c1c2c(nc3ccccc13)CCC2
  -33.0, i
Cc1ccc(C(=O)COC(=O)c2cnccn2)cc1[N+](=O)[O-]
  -15.9, i
CN(CCOc1ccccc1Cl)Cc1ccccc1
  -19.4, i
Cc1ccc(NC(C(N)=O)c2c(C)[nH]c(=O)[nH]c2=O)cc1 (centres undefined)
  -15.6, i
COc1ccc(NC(=O)CCCC2CCCCC2)c(OC)c1
  ., i
Cc1nc2ccccc2c(=O)n1/N=C/c1c(O)ccc2ccccc12
  -39.9, i
COc1cc2c(cc1OC)C(C)N(C(=O)c1ccc(C)o1)CC2 (centres undefined)
  -10.8, i
CCC(C)n1c(SCC(=O)NC(=O)Nc2ccc3c(c2)OCCO3)nc2ccccc2c1=O (centres undefined)
  -32.1, i
COc1ccc(-n2cnnc2)cc1
  -14.5, i
N#Cc1ccc(OCC(=O)Nc2ccc3[nH]c(=O)[nH]c3c2)cc1
  7.9, i

# Record cards, as listed above. Screens in order: OX1R antag | CHT allo act
# COc1ccc(-c2nc3c(-c4ccc(F)cc4)cnn3cc2C)cc1F in the list: -1.7 | i
# Cc1ccc(S(=O)(=O)N(C)CC(=O)N2CCCCCCC2)cc1 in the list: -17.1 | i

# Remaining list, next part:
# The line under a structure holds: OX1R antag, CHT allo act
O=C1Nc2ccc(Cl)cc2C(C#CC2CC2)(C(F)(F)F)O1 (centres undefined)
  -2.9, i
COc1ccc(CC(=O)Nc2ccc(-c3noc(-c4cc(OC)c(OC)c(OC)c4)n3)cc2)cc1
  -29.4, i
C=CCNC(=O)CCNS(=O)(=O)c1ccc(Br)cc1
  -8.3, i
COc1ccc(OC(=O)Nc2ccc([N+](=O)[O-])cc2OC)cc1
  -31.9, i
COc1cccc(NC(=O)CSc2nccn(-c3ccc4c(c3)OCCO4)c2=O)c1
  -10.1, i
CCOc1ccccc1-n1c(SCC(=O)N(C(C)C)C(C)C)nnc1-c1cccnc1
  -9.5, i
O=C(CC1Nc2cccc3cccc(c23)NC1=O)Nc1ccc(F)cc1 (centres undefined)
  0.8, i
COC(=O)c1sc2nc(C)cc(C)c2c1N
  -8.8, i
CC(=O)c1ccc(OCC(=O)OC(C)C(=O)NC2CCCCC2)cc1 (centres undefined)
  -2.6, .
CCc1cc2c(cc3c(=O)n(CC(=O)N4CCN(c5ccccn5)CC4)nc(CC)n32)s1
  -20.1, i
COc1ccc(CNC(=O)COC(=O)c2ccco2)cc1
  -2.5, i
CC(C)NC(=O)c1onc(CSc2cccc(Cl)c2)c1C(=O)O
  -18.5, i
Cc1ccc(OCC(=O)N2CCc3ccccc3C2)c(Br)c1
  -21.4, i
CN1CCN(C(=O)c2ccc(Cl)c(S(=O)(=O)N3CCCCC3)c2)CC1
  -36.5, i
CN(CC(=O)Nc1ccncc1)S(=O)(=O)c1ccc(Cl)cc1
  -12.2, i
O=C(COc1ccc([N+](=O)[O-])cc1)Nc1ccc(N2CCCC2)cc1
  9.7, i
CCCCC1(C(=O)OC)NC(c2ccc(O)cc2)C2C(=O)N(c3ccccc3)C(=O)C21 (centres undefined)
  -15.5, i
Cc1ccc(-n2c(SCC(=O)NCCN3C(=O)CSC3=O)nnc2-c2ccccc2)cc1
  -21.1, i
O=C(NCc1ccc2c(c1)OCO2)c1cc(-c2ccc(Cl)cc2Cl)on1
  -7.3, i
Cc1cc(C(=O)NCc2ccccc2)c(=O)[nH]c1C
  -15.6, i
CC1CCCCN1C(=O)CCc1nnc(Cc2c[nH]c3ccccc23)o1 (centres undefined)
  -4.4, i
COc1ccc(C(=O)CSc2nc(C)cc(C)n2)cc1C
  3.0, i
CCOC(=O)N1CCN(C(=O)c2oc(=O)c3ccccc3c2-c2ccc(C)cc2)CC1
  -51.1, i
c1ccc(-n2c(-c3cccs3)nc3nc4ccccc4nc32)cc1
  -23.9, i
COc1ccc(C(CC(=O)Nc2ccc(F)cc2)c2ccccc2)cc1 (centres undefined)
  -26.4, i
COc1ccc([C@H]2CC(=O)C=C(c3ccc(CO)cc3)C2)cc1
  8.6, .
O=C(Nc1nc2ccccc2n1CCN1CCCC1)C1CCCCC1
  -19.8, i
CC(C)COCC(O)CCC(=O)NNC(=S)Nc1ccccc1 (centres undefined)
  10.3, i
CCOC(=O)CCNC(=O)N1CCCC(N2CCN(c3ccc(OC)cc3)CC2)C1 (centres undefined)
  -19.8, i
O=C(Nc1ccccc1N1CCOCC1)c1cc2ccccc2o1
  -28.7, i

smiles	OX1R antag	CHT allo act
CCN(CC)S(=O)(=O)c1ccc(N2CCOCC2)c(NC(=O)c2sccc2C)c1	-32.9	.
Cc1ccc2sc(C)[n+](CCO)c2c1	7.6	i
CCCC(C(=O)NCCC(C)C)N(Cc1ccc(OC)cc1)C(=O)c1snc(C(N)=O)c1N (centres undefined)	-28.3	i
COc1ccccc1N=c1oc2cc(O)ccc2cc1C(=O)NCC1CCCO1 (centres undefined)	1.8	i
Cc1cc(Cl)ccc1OC(C)C(=O)OCC(=O)c1ccc[nH]1 (centres undefined)	0.6	.
CN(C)CCCNCCCNC(=O)c1ccco1	-5.4	i
CC(=O)Nc1ccc(/C(C)=N/NC(=O)c2ccc(F)cc2)cc1	-4.9	i
Cc1ccc(S(=O)(=O)Nc2cc(C(C(=O)OC(C)C)C(=O)C(F)(F)F)c(O)c3ccccc23)c(C)c1 (centres undefined)	50.7*	i
O=C(N=C1SC2CS(=O)(=O)CC2N1c1ccc(Cl)cc1)C1CCCO1 (centres undefined)	-13.7	i
COc1ccc(Br)cc1/C=C(\C(=O)O)c1ccc(S(=O)(=O)N2CCCCC2)s1	-6.3	.
CC(C)[C@H](NC(=O)c1ccco1)C(=O)OCC(=O)N(C)c1ccccc1	8.6	i
COc1cc(/C=C/C(=O)OC(C)C(=O)NC2CCCCC2C)cc(Cl)c1OC (centres undefined)	-19.2	i
Cc1ccc(S(=O)(=O)N2[C@@H](c3ccc(Br)cc3)C(C(=O)O)=CC[C@H]2c2cccc(Cl)c2)cc1	-5.6	.
COC(=O)Cc1csc(Nc2ccc(F)c(Cl)c2)n1	-9.2	i
COC(=O)c1ccc(COc2ccc(-c3nnn(CC(=O)NC(C)(C)C)n3)cc2)cc1	6.8	i

# Random excerpt: 5 records from the list
smiles	OX1R antag	CHT allo act
CCN(CC)S(=O)(=O)c1ccc(N2CCOCC2)c(NC(=O)c2sccc2C)c1	-32.9	.
COC(=O)Cc1csc(Nc2ccc(F)c(Cl)c2)n1	-9.2	i
Cc1cc(Cl)ccc1OC(C)C(=O)OCC(=O)c1ccc[nH]1 (centres undefined)	0.6	.
COc1ccccc1N=c1oc2cc(O)ccc2cc1C(=O)NCC1CCCO1 (centres undefined)	1.8	i
Cc1ccc(S(=O)(=O)N2[C@@H](c3ccc(Br)cc3)C(C(=O)O)=CC[C@H]2c2cccc(Cl)c2)cc1	-5.6	.

# Other records
smiles	OX1R antag	CHT allo act
CC(=O)Nc1ccc(C(=O)OCCC(C)C)cc1	-6.8	i
O=C(NCC1(c2ccccc2)CCCC1)c1ccccc1Br	-28.0	i
COC(=O)c1cccc(Cn2c(Cl)c(/C=N/NC(=O)c3ccco3)sc2=O)c1	-18.0	i
OCC#CCSc1nnc(-c2ccccc2Br)o1	-7.8	i
O=C(CN1C2=NCCN2c2ccccc21)c1cccs1	-0.8	i
CCN1CCN(S(=O)(=O)c2cccs2)CC1	7.0	i
CCn1ncc(NC(=S)Nc2ccc(OC)c(OC)c2)c1C(N)=O	-21.4	i
O=C(Nc1ccccc1Cl)Nn1cnnc1	.	i
COc1cccc(C(=O)OCC(=O)N2CCc3ccccc3C2)c1OC	-13.8	.
Cc1cc(O)c(C(C)C)cc1N=Cc1cc([N+](=O)[O-])ccc1O	-3.5	i
Cc1ccc2c(c1)c1nnc(SCC(=O)Nc3ccc(N(C)C)cc3)nc1n2CC(=O)O	-12.1	i
CCNC(=S)N/N=C/c1cc(C)n(-c2ccc(Cl)cc2)c1C	-16.5	i
O=C(O)c1ccc(NCc2nc3ccccc3n2CCOc2ccccc2Cl)cc1	4.6	i
COc1ccc(CCC(=O)OCC(=O)c2cccc(OC)c2)cc1	-16.2	i
CC(=O)c1cc2c(cc1NC(=O)Cn1cnc3ccccc3c1=O)OCO2	-28.2	.

smiles	OX1R antag	CHT allo act
Cc1ccccc1Nc1nc(N)nc(COC(=O)c2cccc(S(=O)(=O)N(C)c3ccccc3)c2)n1	-21.6	i
Cc1ccccc1-n1cc(CNC(=O)CCc2nnc(CCc3ccccc3)o2)cn1	-26.8	i
COc1cccc(CNC(=O)Cn2nc(C)c([N+](=O)[O-])c2C)c1	-6.4	i
CC(C)n1c(-c2ccc(N(C)C)cc2)nc2ccccc21	-23.2	i
N#Cc1ccccc1OCCCN1CCC(Cc2ccccc2)CC1	-22.5	i
